# STEP block = inhibitors of human striatal-enriched phosphatase STEP. P54829. recombinant STEP, OMFP fluorogenic substrate, fluorescence. inhibition, % at 20 µM. 360,000 tested, 0.25% active;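 active = inhibition at 20 µM, scaled per plate between control wells, above about 37%, limit read from the data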;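 also: 0% = DMSO with enzyme and substrate and 100% = substrate only without enzyme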
#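 System: isolated STEP enzyme; schedule: 20 min enzyme reaction at room temperature, protected from light; medium: Bis-Tris buffer pH 6.0, 2.5 mM DTT, 0.005% Tween 20; signal: fluorescence, 480/540 nm; dosing: single compound dose of 20 µM, 1% DMSO final; also added: OMFP substrate, 25 µM final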
# TbMetRS inhib = Trypanosoma brucei MetRS inhibition | purified T. brucei MetRS, ATP depletion, Kinase-Glo luminescence | AID 624268 | inhibition, % at 11.9 µM | 360,000 tested, 0.4% active;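 active = inhibition above a per-plate cutoff of the control wells' mean inhibition plus 3 SD, cut at about 5.5% in these data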;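 also: 0% = DMSO wells median and 100% = median of wells with control inhibitor compound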
#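 Dosing: 11.9 µM single point; system: parasite MetRS enzyme; technique: luminescence of leftover ATP; times: 15 min enzyme-compound preincubation, 2 h reaction, 10 min detection, 25 °C; replicates: each compound tested once; read-out basis: percent inhibition relative to median high and low control wells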
# CendR NRP1 mod = NRP-1/CendR interaction modulation. AID 602438. FAM-RPARPAR peptide binding to NRP-1, fluorescence polarization. O14786. 360,000 tested, 0.85% active. inhibition, % at 25 µM;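 active = inhibition or corrected inhibition above about 18%, plus a signal ratio from 0.5 to 1.5, limit read from the data, passing the limit was not always enough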; also: strong numbers were not always called active
# DNMT1 inh = blocks human DNA methyltransferase DNMT1. P26358. DNMT1 molecular beacon, Hinp1I cleavage, fluorescence. inhibition (reported as % activation of signal), % at 10 µM. 360,000 tested, 0.83% active. AID 588458; in the data active = inhibition above about 50%
# NadD block = NadD (S. aureus) enzyme inhibition. 360,000 tested, 0.78% active. AID 602399. purified NadD enzyme, colorimetric absorbance read-out. inhibition, % at 20 µM; in the data active = inhibition above about 26%; also: some compounds past the cut are filed as inactive
# SKN-1 block = blocks SKN-1 activity in C. elegans; C. elegans VP596 Pgst-4::GFP/RFP ratio, acrylamide-induced, 24 h; inhibition, % at 21.8 µM; 360,000 tested, 0.49% active; AID 624304;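 active = interference check ratio from 0.5 to 1.5 plus GFP to RFP signal ratio inhibition reaching or exceeding a fixed threshold, cut at about 30% in these data, passing the limit was not always enough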; also: some compounds called inactive have numbers as strong as hits
# SUMO1 PPI mod = alters human SUMO1 binding to SIM partners | P63165 | SUMO1 binding to a labelled peptide, TR-FRET, 1 h | inhibition, % at 20 µM | 360,000 tested, 0.33% active; in the data active = inhibition above about 37%
# Target sequence (P63165 whole entry, looked up): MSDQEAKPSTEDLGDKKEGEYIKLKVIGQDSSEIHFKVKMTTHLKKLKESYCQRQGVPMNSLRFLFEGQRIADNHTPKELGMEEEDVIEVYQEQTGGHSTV
# Neddyl block = blocks human cullin neddylation; P61081+Q13564; TR-FRET cullin neddylation, biochemical; calls only at 25 µM; 360,000 tested, 0.58% active; AID 651699; in the data active = inhibition above about 36%
# Target sequence (P61081 whole entry, looked up): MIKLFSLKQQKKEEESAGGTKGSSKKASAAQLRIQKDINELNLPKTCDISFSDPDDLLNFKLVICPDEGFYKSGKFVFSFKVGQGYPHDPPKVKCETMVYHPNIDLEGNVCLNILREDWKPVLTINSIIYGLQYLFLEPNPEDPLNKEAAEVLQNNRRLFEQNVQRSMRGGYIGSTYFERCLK
# Target sequence (Q13564 whole entry, looked up): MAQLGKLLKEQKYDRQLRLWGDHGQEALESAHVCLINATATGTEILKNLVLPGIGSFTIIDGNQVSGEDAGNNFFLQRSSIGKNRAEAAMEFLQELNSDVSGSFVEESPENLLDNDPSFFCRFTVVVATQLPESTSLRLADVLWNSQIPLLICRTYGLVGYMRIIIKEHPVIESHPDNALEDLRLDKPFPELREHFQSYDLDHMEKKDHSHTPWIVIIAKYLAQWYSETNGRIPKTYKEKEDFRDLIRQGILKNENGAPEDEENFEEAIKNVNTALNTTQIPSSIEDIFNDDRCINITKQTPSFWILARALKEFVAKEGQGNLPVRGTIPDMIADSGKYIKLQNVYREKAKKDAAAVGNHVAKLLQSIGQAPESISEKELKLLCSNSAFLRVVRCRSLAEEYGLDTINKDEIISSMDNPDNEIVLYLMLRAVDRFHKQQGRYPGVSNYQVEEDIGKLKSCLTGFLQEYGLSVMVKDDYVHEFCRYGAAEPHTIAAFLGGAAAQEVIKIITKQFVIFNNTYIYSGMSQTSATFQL
# LMPTP inh = LMPTP (human) inhibition; P24666; recombinant LMPTP-A, OMFP fluorogenic substrate, fluorescence intensity; inhibition, % at 20 µM; 360,000 tested, 0.22% active;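 active = compounds that cut the enzyme signal by at least half of the control window in the single-dose screen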;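 also: plate controls were DMSO wells with enzyme plus substrate for no effect and substrate without enzyme for full effect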
# Target sequence (P24666 whole entry, looked up): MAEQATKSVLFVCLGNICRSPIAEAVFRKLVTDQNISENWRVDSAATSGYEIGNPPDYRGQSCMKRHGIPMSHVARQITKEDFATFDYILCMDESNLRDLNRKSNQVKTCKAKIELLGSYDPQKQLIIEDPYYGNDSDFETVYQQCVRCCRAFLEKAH
#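 test system = LMPTP-A | amount = 0.625 nM LMPTP-A final | reagent = fluorogenic phosphatase substrate OMFP at 400 µM final | incubation = 50 min at room temperature | benchmarks = no-enzyme low control, uninhibited high control | medium = Bis-Tris pH 6.0, DTT, detergent | signal = fluorescence intensity of OMFP turnover product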
# Scp-1 inhibitor = Scp-1 (human) phosphatase inhibition; Q9GZU7; Recombinant Scp1, phosphopeptide, malachite green phosphate absorbance; inhibition, % at 20 µM; 340,000 tested, 0.88% active;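 active = inhibition above about 50% at 20 µM, limit read from the data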;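 also: plate controls were DMSO wells with enzyme for no effect and wells lacking enzyme for full effect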
#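 Test system – truncated SCP-1 phosphatase (76-261aa) · Reagent – Phosphorylated 17-residue peptide substrate · Incubation – 45 min room-temperature reaction, 5 min colour, 30 min stabiliser · Detection – colorimetric phosphate reagent with accelerator and stabiliser, absorbance at 630 nm · Measure – % inhibition at 20 µM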
# * = called active by the depositor; i = inactive; nt = no result given; + = active, no number. No enrichment for hits; any-hit rate near 4.6%.
# Values run as follows: STEP block	TbMetRS inhib	CendR NRP1 mod	DNMT1 inh	NadD block	SKN-1 block	SUMO1 PPI mod	Neddyl block	LMPTP inh	Scp-1 inhibitor
CCOC(=O)c1sc(NC(=O)CSc2nnnn2-c2ccccc2)nc1C
 : 2	0.2	20	13	1	5	1	i	1.2	-4
CC(=O)N/C(=C\c1cccc([N+](=O)[O-])c1)C(=O)NC1CCCCC1
 : -2	-0.8	-3	1	-5	6	-13	i	-1.1	-9
O=C(NCc1cccnc1)c1nnc(Cc2ccc(F)cc2)o1
 : -2	-0.4	6	1	4	3	3	i	-0.7	-15
COc1ccc(C(=O)c2ccc(Cl)c([N+](=O)[O-])c2)cc1
 : -3	-0.4	4	1	-2	-1	-23	i	0.0	-1
O=C(Cc1ccc([N+](=O)[O-])cc1)Nc1cccc(C(=O)N2CCOCC2)c1
 : 0	-0.2	12	3	-2	2	-13	i	-1.0	-6
CCOCCCn1c(=NC(C)=O)c(C#N)cc2c(=O)n3cccc(C)c3nc21
 : -1	-0.2	-6	22	7	15	8	nt	22	10
CCCCNC(=O)C(CC)(ONc1ccccc1C(F)(F)F)c1ccccc1 (stereo unspecified)
 : 1	-0.1	0	14	1	29	-17	i	0.5	-5
CCC(=O)N[C@@H]1CC[C@@H](CCNC(=O)Nc2ccc(F)cc2)O[C@@H]1CO
 : nt	-0.4	-4	nt	nt	-4	4	i	-0.5	nt
Cc1cccc2nc(C(=O)Nc3cc(Cl)ccc3-n3cncn3)cn12
 : 0	-0.6	9	-4	-1	9	-5	i	-1.5	-2
Cc1ccc(F)c(S(=O)(=O)NC(=O)C2(C)CCN2C(=O)C2(c3ccc(Cl)cc3)CCC2)c1 (stereo unspecified)
 : 1	-0.2	-6	-4	4	19	1	i	0.2	nt

# Later entries.
# Values run as follows: STEP block	TbMetRS inhib	CendR NRP1 mod	DNMT1 inh	NadD block	SKN-1 block	SUMO1 PPI mod	Neddyl block	LMPTP inh	Scp-1 inhibitor
Cc1ccc(C)c(NC(=O)CCC(=O)NNC(=S)Nc2ccccc2)c1
 : 3	-0.3	-3	2	1	14	0	i	-0.5	-10
COc1ccccc1-n1cc(CN2CCN(C3CCCC3)C(CCO)C2)cn1 (stereo unspecified)
 : -2	-0.6	13	1	4	5	-4	i	-0.4	-6
CN(NC(=O)c1ccc(Cl)cc1)c1nc(-c2ccccc2)nnc1C(F)(F)F
 : -2	-1.4	-9	2	1	-4	-2	i	0.3	-14
COc1ccc(O)c(C(c2c(C)[nH][nH]c2=O)c2c(C)[nH][nH]c2=O)c1
 : 2	1.1	19	53*	5	14	43*	i	9.4	1
NC(=O)c1ccsc1NC(=O)CSc1ccccc1F
 : -4	-0.2	0	-2	4	7	-1	i	0.5	-3
COc1ccc(S(=O)(=O)NC2CC(=O)N(c3cccc(F)c3)C2)cc1OC (stereo unspecified)
 : 4	-0.3	5	1	0	7	0	i	-0.9	-3
CCOCCCNC(=S)Nc1ccc(Br)cc1Cl
 : -1	-0.3	13	2	-5	-12	3	i	-1.1	-1
CSCCC(NC(=O)c1ccccc1)C(=O)N/N=C(\C)Cc1ccccc1 (stereo unspecified)
 : -3	-0.1	12	3	-2	14	-2	i	-1.0	-6
Cc1nc(NCC2CCCO2)nc2c1C(=O)CC(C)C2 (stereo unspecified)
 : -1	-0.7	4	2	-2	2	-2	i	-2.2	-1
Cc1nc(SCc2ccc(F)cc2)c([N+](=O)[O-])[nH]1
 : -2	-0.2	-4	-4	-3	7	-18	i	-1.4	-13

# New compounds follow
# Values run as follows: STEP block	TbMetRS inhib	CendR NRP1 mod	DNMT1 inh	NadD block	SKN-1 block	SUMO1 PPI mod	Neddyl block	LMPTP inh	Scp-1 inhibitor
Cn1c2ccc(Br)cc2c2nnc(SCC(=O)O)nc21
 : -2	-0.8	-4	4	0	9	-5	i	0.1	-6
O=C(NC(C(=O)c1ccccc1)N1CCCCCC1)c1ccco1 (stereo unspecified)
 : 0	0.2	-7	-3	-1	12	-1	i	0.5	-12
CCCC1CCc2c(c3ccccc3[nH]c2=O)O1 (stereo unspecified)
 : 0	-0.7	13	-2	7	4	-3	i	1.1	-2
CCOC(=O)c1cccc(NC(=O)/C(=C\c2ccccc2)NC(=O)c2ccccc2Cl)c1
 : -2	-0.6	1	19	2	6	1	i	0.2	13
COc1cccc(Cn2nc3c4cc(F)ccc4n(Cc4ccc(F)cc4)cc-3c2=O)c1
 : -1	-1.0	1	24	-2	2	0	i	-0.1	-12
C[C@H]1CN(c2ccccc2)C(=O)[C@@H]1CC(=O)Nc1ccc(Br)cc1
 : 3	0.7	8	-3	4	3	-2	i	0.2	nt
CCn1cc(C(=O)NCc2ccco2)c(=O)c2cc(S(=O)(=O)N3CC(C)CC(C)C3)ccc21 (stereo unspecified)
 : 2	0.0	-2	4	0	7	4	i	1.1	0
CCN(C(=O)COC(=O)/C=C/c1ccccc1[N+](=O)[O-])C1CCS(=O)(=O)C1 (stereo unspecified)
 : 0	-1.1	-15	3	-4	-5	-13	i	-1.9	-2
O=C(CCNS(=O)(=O)c1ccc2c(c1)CCC(=O)N2)Nc1ccc(F)c(F)c1
 : 0	-0.4	1	0	-2	-2	-3	i	-0.7	-8
CC1(c2ccc(Cl)cc2)NC(=O)N(CC(=O)NCc2cccs2)C1=O (stereo unspecified)
 : 1	-0.4	20	0	-5	-4	2	i	-0.2	-3

# Part of the list above, showing only Neddyl block and SKN-1 block.
mol	Neddyl block	SKN-1 block
CCCC1CCc2c(c3ccccc3[nH]c2=O)O1 (stereo unspecified)	i	4
C[C@H]1CN(c2ccccc2)C(=O)[C@@H]1CC(=O)Nc1ccc(Br)cc1	i	3
Cn1c2ccc(Br)cc2c2nnc(SCC(=O)O)nc21	i	9

# Following part.
# Values run as follows: STEP block	TbMetRS inhib	CendR NRP1 mod	DNMT1 inh	NadD block	SKN-1 block	SUMO1 PPI mod	Neddyl block	LMPTP inh	Scp-1 inhibitor
CC1(C(=O)Nc2cnc3ccccc3c2)CCN1C(=O)c1ccccc1CCc1ccccc1 (stereo unspecified)
 : 4	0.1	-1	-8	5	39*	8	i	2.6	nt
CCC(=O)N1CCc2cc(S(=O)(=O)CCC(=O)NCc3ccc(OC)cc3)ccc21
 : -4	-0.2	0	0	-7	8	0	i	-1.5	4
CN(C)c1nc(OCc2ccccc2)c2ncc(=O)[nH]c2n1
 : 2	0.5	2	1	-1	6	-25	+	-0.9	-2
CCC(COC)NC(=O)c1ccc(OC)c(OC2CCN(C(C)=O)CC2)c1 (stereo unspecified)
 : -3	-0.3	7	3	-4	1	3	i	0.2	-8
N#Cc1cn(CC(=O)N2CCc3ccccc3C2)c2ccccc12
 : 2	-0.7	-19	-4	-1	1	2	i	-0.4	-8
O=C(Nc1ccccc1)Nc1ccccc1C(=O)NCC1CC1
 : -2	-0.5	-4	6	-3	9	-5	i	-0.7	-8
Brc1cc(Cc2nnc(-c3ccccc3)o2)c(Br)s1
 : 0	-0.2	4	0	-6	-2	4	i	2.1	-17
COc1ccc(CNC(=O)c2ccc3c(c2)NC(=O)C(C)S3)cc1 (stereo unspecified)
 : 12	-0.5	-20	-20	-5	-10	2	i	0.2	-11
O=C(NN=C1CCCC1)c1ccccc1O
 : 1	-0.2	4	2	-3	5	9	nt	-2.1	-10
Cn1nnnc1SCC(=O)NCc1cccs1
 : -4	-0.1	5	0	-2	-5	0	i	-1.5	-2

# Next results.
# Values run as follows: STEP block	TbMetRS inhib	CendR NRP1 mod	DNMT1 inh	NadD block	SKN-1 block	SUMO1 PPI mod	Neddyl block	LMPTP inh	Scp-1 inhibitor
O=C(c1ccccc1)c1ccc(C(=O)O)c(C(=O)O)c1
 : 5	-0.6	-10	3	-4	9	-4	i	-1.5	-4
CC[C@H](C)[C@H](NC(N)=O)C(=O)Nc1ccc(S(=O)(=O)NC(C)C)cc1
 : -3	0.5	-20	-1	0	11	-2	i	-1.2	-1
CCOC(=O)c1c(NC(=O)COC(=O)CCNS(=O)(=O)c2ccccc2)sc(C(=O)NC)c1C
 : 0	0.2	16	-2	16	1	9	i	-1.4	29
CN(C(=O)COC(=O)C1CCN(S(=O)(=O)c2c(Cl)cccc2Cl)CC1)C1CCS(=O)(=O)C1 (stereo unspecified)
 : 0	-0.4	7	5	3	19	-1	i	-1.0	8
COc1cccc(CNC(=O)c2ccc(C)c(S(=O)(=O)N3CCCCC3)c2)c1
 : 0	-0.2	-8	30	-5	3	1	i	1.1	-6
O=C(CSc1ccccc1C(=O)O)c1ccccc1
 : 4	-0.4	5	0	-3	5	6	i	0.3	6
CC1CCN(CCCNC(=O)C2CCN(S(=O)(=O)N3CCC4(CC3)OCCO4)CC2)CC1
 : 1	-0.5	15	-1	-1	11	-5	i	-1.6	-3
CC(/C=C/C=C/c1ccccc1)=N/NC(=O)c1ccc2c(c1)OCCO2
 : -1	0.1	1	-2	11	-3	3	i	0.4	-7
CNCCOc1ccccc1OC(C)C
 : 0	-1.0	4	0	-1	1	-1	i	2.9	3
CC1NC(=O)c2cccnc2-n2c1nc1cc(F)ccc1c2=O (stereo unspecified)
 : 0	-0.5	3	3	6	1	2	i	-1.9	nt

# Continued:
# Values run as follows: STEP block	TbMetRS inhib	CendR NRP1 mod	DNMT1 inh	NadD block	SKN-1 block	SUMO1 PPI mod	Neddyl block	LMPTP inh	Scp-1 inhibitor
Oc1ccccc1-c1nc2ccccc2nc1-c1ccccc1
 : -1	0.1	3	-1	-3	8	-6	i	0.4	-7
CCc1cccc(Nc2cc(C)nc3ncnn23)c1
 : 2	1.6	-17	4	0	-18	6	i	0.7	11
O=C(O)CCC(=O)Nc1ccc(S(=O)(=O)Nc2nccs2)cc1
 : -2	-0.1	2	3	-1	0	8	i	-1.4	-6
N=c1ccn(Cc2cccc(F)c2)cc1
 : -1	-0.2	9	1	8	-8	3	i	-0.1	-7
O=C(COc1ccccc1)Nc1ncccn1
 : 0	-0.5	-4	0	-6	10	1	i	-0.4	18
O=[N+]([O-])c1ccc(Nc2ccc3ccccc3c2)nc1
 : 1	-0.3	8	-3	-4	19	-19	i	3.6	-10
Nc1ncc(Br)cc1Br
 : -2	-1.1	8	2	1	3	0	i	-1.3	0
N#Cc1c(Nc2ccccc2Cl)s[nH]c1=O
 : 2	-0.2	-25	2	4	14	-1	i	-0.3	-8
CC12CCC(C(=O)CC1=O)C2(C)C (stereo unspecified)
 : -2	-0.6	-3	7	4	-4	0	i	0.6	0
CC(C)C[C@H]1CN([C@@H](Cc2ccc(O)cc2)CN2CCC[C@@H]2CN2C(=S)NC[C@@H]2Cc2ccccc2)C(=S)N1CC1CCCCC1
 : 2	-1.0	-6	-19	22	11	-1	i	1.4	nt
COc1cc(-c2c(-c3ccc4c(c3)OCO4)noc2C)ccc1F
 : -2	0.1	19	1	-1	20	5	i	1.9	5
C#CCN(C(=O)Nc1ccccc1)c1ccccc1
 : 0	-0.6	-1	0	-3	-5	-2	i	-0.9	1

# Screens (PubChem BioAssay)
